From PubChem BioAssay
ERG Ets-DNA blk – ERG Ets/DNA interaction inhibition; P11308; fluorescence polarization, His-ERG Ets domain / labelled DNA; Potency, µM (highest dose often 76.9 µM), inactives show at the highest dose FP activity, negative = inhibition, hits mostly inhibitors; hit rate 0.028% among 370,000; active = well fitted inhibition curve with a large enough effect in the polarisation, with a control signal flat; inconclusive = small, poorly fitted or top-dose-only effect, or effect the other way, or a change in a side signal; inactive = no such curve, though single readings can be large or run the other way; the % refers to the polarisation;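 note: polarization taken with two DNA probes labelled with fluorescein and Texas red; % of control where 0% means no effect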
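His-tagged ERG Ets domain (1 uM in the protein solution; 300mM KCl, 50mM Tris-HCl, 1mM EDTA, 1mM DTT, pH 7.5) received compound, then a probe mix of 5 nM fluorescein-DNA and 100nM Texas-615-DNA. Fluorescence polarization was read for both dyes.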
Pin1 inh – blocks the human prolyl isomerase Pin1 | Q13526 | Pin1 FP peptide displacement, HiFluor488, 10 min | Potency, µM (titrated, usually from 115 µM), without a hit: at the top dose activity, negative = inhibition, hits mostly inhibitors | hit rate 0.009% among 390,000; active = well fitted inhibition curve with a large enough effect in the polarisation, with a control signal flat, not every such curve was filed as active; inconclusive = small, poorly fitted or top-dose-only effect, or effect the other way, or a change in a side signal; inactive = no such curve, though single readings can be large or run the other way; the % refers to the polarisation; note: % is set by controls: 0 for no effect and ±100 for the full control effect
Tb PGK inh – T. brucei PGK inhibition | PGK/GAPDH coupled, Kinase-Glo luminescence, 60 min | AID 602233 | Potency, µM (doses to about 57.5 µM), without a hit: at the top dose activity change, negative = inhibition, most hits filed as inhibitors | hit rate 0.043% among 380,000 | P07378; note: % is set by controls: 0 for no effect and ±100 for the full control effect; nearly all actives have a fitted effect of over 60% in size
Target sequence (P07378 whole entry, looked up): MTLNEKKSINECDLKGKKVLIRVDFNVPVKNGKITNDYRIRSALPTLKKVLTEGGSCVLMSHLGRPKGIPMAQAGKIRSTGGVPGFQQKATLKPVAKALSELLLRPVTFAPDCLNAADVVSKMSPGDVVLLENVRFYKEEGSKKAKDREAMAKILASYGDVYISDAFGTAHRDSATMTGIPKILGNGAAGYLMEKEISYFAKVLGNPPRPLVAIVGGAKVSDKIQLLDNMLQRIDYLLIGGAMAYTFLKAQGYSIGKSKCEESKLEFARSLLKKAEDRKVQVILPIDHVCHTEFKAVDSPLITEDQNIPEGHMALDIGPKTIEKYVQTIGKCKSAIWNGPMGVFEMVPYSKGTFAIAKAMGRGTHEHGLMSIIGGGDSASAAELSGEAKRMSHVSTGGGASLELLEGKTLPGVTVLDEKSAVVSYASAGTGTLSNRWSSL
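Recombinant glycosomal PGK reaction used 1,3-bisphosphoglycerate generated in-well by GAPDH (100nM final) in 100mM TEA pH 7.6, 5mM MgCl2, 0.01% Tween-20. After 60 minutes at room temperature, ATP was read by Kinase-Glo Plus luminescence end-point.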
12-LOX inh – inhibitors of human 12S-lipoxygenase ALOX12 | P18054 | purified 12hLO, xylenol orange hydroperoxide absorbance | Potency, µM (top dose mostly 108 µM), without a hit: at the top dose activity change, negative = inhibition, actives largely listed as inhibitors | hit rate 1.1% among 580,000; note: % is set by controls: 0 for no effect and ±100 for the full control effect
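Hydroperoxide product was detected by ferrous iron/xylenol orange as the 573 to 405 nm absorbance ratio. Arachidonic acid at 40 uM (final) was turned over for 30 min at room temperature by 150 nM human 12hLO, pH 7.0 Hepes buffer, after 15 min compound preincubation.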
JMJD2A Tudor – inhibitors of human JMJD2A Tudor domain; Potency, µM (highest dose often 114 µM), without a hit: at the highest dose activity change, negative = inhibition, usual class: inhibitors; O75164; AID 504339; AlphaScreen JMJD2A-Tudor / H3K4me3 peptide binding; hit rate 4.4% among 390,000; note: % is set by controls: 0 for no effect and ±100 for the full control effect; nearly all actives have a fitted effect of over 50% in size
RGS4 inh – human RGS4 inhibition; P49798; Transcreener GDP fluorescence polarization, RGS4-accelerated GTP hydrolysis; Potency, µM (titrated, usually from 114 µM), without a hit: top-dose activity change, negative = inhibition, most hits filed as inhibitors; hit rate 0.039% among 390,000; AID 504845; note: % is set by controls: 0 for no effect and ±100 for the full control effect; nearly all actives have a fitted effect of over 75% in size; some results filed as inactive show a strong effect at the top dose
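MLSMR compounds (23 nl, pin-transferred) preincubated 10 min at room temperature with a 500nM (2x) first reagent, then RGS4 at 900nM (2x) plus Transcreener GDP mix added; fluorescence polarization (620/688 nm) read before and after 90 min at 30 °C.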
rTrxR1 inhibitor – inhibitors of rat thioredoxin reductase 1; Potency, µM (doses to about 114 µM), for inactives: at the top dose activity change, negative = inhibition, actives largely listed as inhibitors; recombinant rTrxR1, NADPH fluorescence consumption, selenite substrate; hit rate 1% among 390,000; O89049; note: % is set by controls: 0 for no effect and ±100 for the full control effect; nearly all actives have a fitted effect of over 65% in size
Target sequence (O89049 whole entry, looked up): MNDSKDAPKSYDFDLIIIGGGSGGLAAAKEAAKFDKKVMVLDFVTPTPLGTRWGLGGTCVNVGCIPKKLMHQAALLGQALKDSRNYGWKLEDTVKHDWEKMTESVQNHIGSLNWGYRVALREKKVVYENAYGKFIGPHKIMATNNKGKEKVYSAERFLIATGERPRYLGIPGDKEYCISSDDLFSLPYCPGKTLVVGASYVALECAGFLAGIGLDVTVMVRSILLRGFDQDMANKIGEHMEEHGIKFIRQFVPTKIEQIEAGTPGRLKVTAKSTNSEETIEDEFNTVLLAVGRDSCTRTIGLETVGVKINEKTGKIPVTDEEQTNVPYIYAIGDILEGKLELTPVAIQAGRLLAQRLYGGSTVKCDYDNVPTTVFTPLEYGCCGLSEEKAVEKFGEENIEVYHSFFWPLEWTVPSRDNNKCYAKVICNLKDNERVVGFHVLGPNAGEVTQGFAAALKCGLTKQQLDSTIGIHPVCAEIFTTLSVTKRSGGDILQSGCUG
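Rat TrxR1 (90 nM in the dispensed reagent) was pre-reduced with 400 uM NADPH for 5 min at room temperature, then incubated with compound for 15 min. After 400 uM selenite was added, NADPH fluorescence (Ex 340/Em 450 nm) was followed for 8 min.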
HP1b binding inh – blocks HP1-beta chromodomain binding to methylated histone tails; P83916; Potency, µM (series often up to 114 µM), without a hit: top-dose activity change, negative = inhibition, actives largely listed as inhibitors; hit rate 0.56% among 390,000; AlphaScreen HP1-beta / biotin-H3K9me3 peptide binding; note: nearly all actives have a fitted effect of over 70% in size; inactives centre near 23
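Compound inhibition of the preformed complex between 50 nM HP1-beta and 50 nM biotinylated H3K9me3 peptide was read by AlphaScreen. Buffer was PBS pH 7.4 with 0.01% Tween-20. Incubations ran 30 min at room temperature, with 10 ug/mL donor/acceptor beads.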
GLS inhibitor – blocks human kidney-isoform glutaminase activity | AID 624170 | Potency, µM (titrated, usually from 45.5 µM), for inactives: at the highest dose activity change, negative = inhibition, hits mostly inhibitors | O94925 | GLS enzymatic activity, qHTS titration | hit rate 0.21% among 410,000; note: % is set by controls: 0 for no effect and ±100 for the full control effect
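Assay buffer: 45 mM KH2PO4 pH 8.2, 0.02% Tween-20. hKGA acts on L-glutamine (1 mM solution added); product glutamate is reported by an oxidase/peroxidase Amplex Red coupling, with fluorescence taken at baseline and 30 min.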
Starred values were filed as active, the others as inactive; i = inactive; u = inconclusive; x = no result given; & = joins results of further samples; [ ] = dose if it differs, or a comment. Unless noted, calls come from the whole dose curve; as a rule, active = well fitted curve in the direction sought with a large enough effect; inconclusive = small, poorly fitted or top-dose-only effect, or another doubt; inactive = no such curve, though single readings can be large; an effect the other way counts as inactive or inconclusive. Potency is the fitted concentration of half-maximal effect. A portion of the library; the hit share may differ from the screen's.

Below each compound: ERG Ets-DNA blk, Pin1 inh, Tb PGK inh, 12-LOX inh, JMJD2A Tudor, RGS4 inh, rTrxR1 inhibitor, HP1b binding inh, GLS inhibitor
CC(=O)c1sc(NS(=O)(=O)c2ccc(C)cc2)nc1-c1ccccc1
    7%, 4%, -1%, u, -21%, -2%, -4%, 8%, 4%
Cc1ccccc1/C=N/NC(=O)Cc1ccc(Cl)cc1
    -7%, -6%, -10%, -16%, 1%, -32%, 10%[57.1 µM], 46%[activator], 0%
c1ccc(CCN=C2CCCc3c2[nH]c2ccccc32)cc1
    -7%, -5%, -1%, u, -11%, 10%, 15%, 28%, 11%
O=C1Nc2cc(Cl)c(Cl)cc2N(O)N1c1ccc(Cl)cc1
    x, -2%, x, -13%[57.4 µM], -12%, 3%, -11%[2.29 µM], 27%, 8%
COc1ccc(S(=O)(=O)N2CCOCC2)cc1NC(=O)COC(=O)C1CC1C (stereo not given)
    6%, 0%, -10%, -23%, 1%, -7%, 15%, 37%[activator], -2%
C=CCOc1ccc(CNC(C)(C)CO)cc1OC
    -2%, 0%, -1%, 4%, -9%, -20%, -4%, 11%, -7%
S=C(c1ccc(N2CCCC2)cc1)N1CCCCC1
    16%, 3%, -2%, u, u, -28%[11.4 µM], -15%, u, u
Cc1ccc(S(=O)(=O)Nc2ccccc2F)cc1C(=O)N1CCN(c2ccccc2O)CC1
    -7%, -12%, 2%, -2%, -25%, 3%, 5%, 28%, 29%
COc1ccc(C(CCN2CCCC(C)C2)c2c(OC)cc(OC)c3c(C)cc(=O)oc23)cc1 (stereo not given)
    -8%, 3%&-5%, -4%, -4%, -28%&-13%, -7%&9%, -10%&9%, 10%&24%, 11%
O=C(O)c1ccc2c(c1)SC1=NS(=O)(=O)CCN12
    2%, -2%, -8%, 4%, -17%, -16%, 29%, 33%, 5%
O=C1CN(CC(=O)Nc2ccc(SC(F)F)cc2)CCN1
    -16%, 1%, -1%, 2%, -6%, -5%, 38%[activator], 76%[activator], -2%
COc1ccc(OC)c(NC(=O)c2cn(CC(C)C)c(=O)c3cc(OC)c(OC)cc23)c1
    14%, -6%, 1%, -18%, -36%, -3%, 15%, 10%, 0%
O=C(NCc1ccc(F)cc1)c1ccc2c(c1)N(Cc1ccc(F)cc1Cl)C(=O)CS2
    0%, 25%, 1%, 0%, 10%, -21%, 16%, 23%, 10%
COc1ccc(C2(C(=O)Nc3ccc(C)c(C)c3)CCOCC2)cc1
    6%, 0%, -5%, -4%, -7%, 28%, 13%, 34%, 4%
CCOc1ccc(-n2c(=O)c3c(C)c(C)sc3n(CC(=O)N3CCC(C)CC3)c2=O)cc1
    10%, 7%, x, u, 1%, 15%, 7%, 43%[activator], 1%
Cc1ccc(C)c(NC(=O)CSc2nnc(-c3ccccc3)n2N)c1
    0%, -9%, 6%, 0%, -6%, -1%, 12%[57.1 µM], 31%, 5%
COc1ccc(S(=O)(=O)Nc2cccc(-c3ccc4nncn4n3)c2)cc1
    -1%, 1%, -3%, -2%, -15%, -11%, -6%, 28%, -5%
CCOC(=O)c1ccc(N2C(=O)CC(NC3CCN(C(=O)c4ccc(F)cc4)CC3)C2=O)cc1 (stereo not given)
    -4%, -2%, i, u, -1%, 8%, -9%, 36%, -6%
CC1CCC(C(=O)NC(C(=O)N2CCC(N3CCCCC3)CC2)C(C)C)CC1 (stereo not given)
    -1%, -3%, -8%, -1%, 15%, -4%, -12%, 35%[activator], x
O=C(CSc1nnc(CNC(=O)C23CC4CC(CC(C4)C2)C3)n1-c1ccccc1)Nc1ccccc1
    -13%, -1%, 0%, -21%, -5%, 26%, -4%, 24%, 4%
C=CCNC(=O)CSc1nnc(-c2ccccn2)n1Cc1ccccc1
    -10%, -2%, 3%, -5%, -13%, 14%[56.9 µM], 7%, 31%, 0%
CCCCOc1ccc(CNC(=O)c2ccc(NC(=O)N3CCCCc4ccccc43)cc2)cc1
    2%, -2%, 1%, -23%, -18%, -14%, 8%[57.1 µM], 16%, 2%
CCOc1ccc(-c2csc(NC(=O)c3ccco3)n2)cc1
    -3%, 0%, 0%, u, -22%, -19%, 4%, 11%, 4%
N#CC(C#N)=C1C=CC=CN1/C(=C\c1ccco1)C(=O)c1ccc(Br)cc1
    9%, 18%, -5%, u, u, u, 1.1µM*, -9%, 3%
O=C(NC(NC1CCS(=O)(=O)C1)C(=O)c1ccccc1)c1ccc(Cl)cc1 (stereo not given)
    x, -1%, -5%, 3%, -16%, 29%, 16%, 26%, 15%
Cc1c(/C=C(\CC(=O)O)c2nc3ccccc3s2)cc(C#N)n1C
    -6%, 1%, i, -4%, -5%[11.4 µM], -3%[11.4 µM], -3%, -8%, -19%
c1ccc(CSc2nnc(-c3cccs3)o2)cc1
    x, -5%, i, -18%, 72%[activator], 27%, 8%, 87%[activator], -1%
CC(C)n1c(NCc2cccs2)nc2ccccc21
    1%, -7%, -1%, 14%, -13%, 8%, 20%, 21%, 3%
CCOC(=O)c1ccc(NC(=O)c2cccc3c(=O)c4c([nH]c23)CCCC4)cc1
    -10%, -7%, i, -4%, -14%, 17%, 2%, 29%, -9%
CC1CCC(Nc2ncnc3onc(-c4ccc(Cl)cc4)c23)CC1 (stereo not given)
    -4%, 5%, 9%, 8%, 17%, -1%, 4%, 65%[activator], -2%

New compounds follow
| Structure | ERG Ets-DNA blk | Pin1 inh | Tb PGK inh | 12-LOX inh | JMJD2A Tudor | RGS4 inh | rTrxR1 inhibitor | HP1b binding inh | GLS inhibitor |
| --- | --- | --- | --- | --- | --- | --- | --- | --- | --- |
| Cc1cccc(NC(=S)Nc2ccc(Oc3ccccc3)cc2)n1 | 1% | 89%[activator] | 2% | 10µM* | -20%[57.1 µM] | -20% | 8% | 31% | -1% |
| O=C(Cc1ccccc1)N/N=C\c1ccc(Br)o1 | 1% | 6% | -2% | 1% | -19% | -19% | -34%[57.1 µM] | 24% | -3% |
| O=C(CSc1nnc(-c2ccco2)n1Cc1ccccc1)NC(=O)NCc1ccco1 | x | 7% | i | -15% | -25% | -37% | -18% | 3% | 2% |
| CC(NC(=O)c1cccc(Cl)c1)C1CC2CCC1C2 (stereo not given) | 12% | -4% | -4% | -25% | 19% | 23% | 25% | 32% | -11% |
| COc1ccc(NS(=O)(=O)c2cc(NS(=O)(=O)c3cc(C(=O)O)ccc3OC)ccc2C)cc1 | 18% | -11% | i | -19% | -7% | -10% | 18% | 23% | 9% |
| Cc1cccc(C)c1NC(=O)CN(C)C(=O)CC1OC(=O)c2ccccc21 (stereo not given) | 21% | -19% | -2% | 6% | -3% | 4% | -16%[57.1 µM] | 32% | 13% |
| CC(=O)c1sc(Nc2ccccn2)nc1C | -7% | 1% | -8% | 5% | 10% | -24% | -16% | 28% | 13% |
| C=CCc1c(C)nc(SCC(N)=O)[nH]c1=O | 2% | -4% | -2% | 4% | -9% | -31% | 2% | 50%[activator] | -5% |
| COc1cc(NC(=O)c2cc(OC)c(OC)c(OC)c2)c(OC)cc1NC(=O)CN1CCCCC1 | 0% | 1% | i | 53%[activator] | u | -22% | -12% | -17% | 15% |
| CC(C)(Oc1ccc(Cl)cc1)C(=O)NCCN1C(=O)S/C(=C/c2cccnc2)C1=O | 0% | -14% | -12% | 0% | -20% | -37% | -16% | 18% | 1% |
| CC(=O)c1ccc(NC(=O)N2CCc3ccccc3C2)cc1 | 0% | -5% | -3% | 8% | 11% | -45% | 20%[57.1 µM] | 56%[activator] | 0% |

An excerpt of these results, as labelled records:
O=C(Cc1ccccc1)N/N=C\c1ccc(Br)o1
  ERG Ets-DNA blk: 1%; Pin1 inh: 6%; Tb PGK inh: -2%; 12-LOX inh: 1%; JMJD2A Tudor: -19%; RGS4 inh: -19%; rTrxR1 inhibitor: -34%[57.1 µM]; HP1b binding inh: 24%; GLS inhibitor: -3%
O=C(CSc1nnc(-c2ccco2)n1Cc1ccccc1)NC(=O)NCc1ccco1
  ERG Ets-DNA blk: x; Pin1 inh: 7%; Tb PGK inh: i; 12-LOX inh: -15%; JMJD2A Tudor: -25%; RGS4 inh: -37%; rTrxR1 inhibitor: -18%; HP1b binding inh: 3%; GLS inhibitor: 2%
CC(NC(=O)c1cccc(Cl)c1)C1CC2CCC1C2 (stereo not given)
  ERG Ets-DNA blk: 12%; Pin1 inh: -4%; Tb PGK inh: -4%; 12-LOX inh: -25%; JMJD2A Tudor: 19%; RGS4 inh: 23%; rTrxR1 inhibitor: 25%; HP1b binding inh: 32%; GLS inhibitor: -11%
COc1ccc(NS(=O)(=O)c2cc(NS(=O)(=O)c3cc(C(=O)O)ccc3OC)ccc2C)cc1
  ERG Ets-DNA blk: 18%; Pin1 inh: -11%; Tb PGK inh: i; 12-LOX inh: -19%; JMJD2A Tudor: -7%; RGS4 inh: -10%; rTrxR1 inhibitor: 18%; HP1b binding inh: 23%; GLS inhibitor: 9%
